Assay outcomes from PubChem BioAssay.
G6PDH CS: inhibits Leuconostoc G6PDH, flagging false hits in G6PDH-based assays; Purified L. mesenteroides G6PDH, diaphorase/resazurin coupled fluorescence, 45 min; inhibition, % at 5 µM; 0.12% of 200,000 active; AID 1020; in the data active means inhibition above about 50%
TR-FRET SRC-2 ct: counter-screen for PPARgamma SRC-2 recruitment agonists: TR-FRET artefact; active compounds read high; TR-FRET ratio at 8 µM; 0.4% of 200,000 active; AID 1049; in the data active means TR-FRET ratio above about 2000; further: inactives centre near 1500
ROMK primary: human ROMK K+ channel modulation, primary screen | P48048 | Tet-inducible ROMK, thallium flux fluorescence; actives lie on both sides | B-score at 10 µM | 2% of 130,000 active;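 active means signal ratio slope over the read window, or its plate-corrected B-score, at least 3 SD from the plate mean, either direction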;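 further: B-score of the F/F0 ratio slope over 7 to 12 s after thallium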
Diaphorase act: counter-screen for diaphorase-based assays: diaphorase activators and chemical reducers | Diaphorase/resazurin coupled assay, resorufin fluorescence, 16 min; active compounds read high; 1 = vehicle wells, 0 = NADH-free wells | activation factor at 20 µM | 0.005% of 190,000 active | AID 1229;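 active means diaphorase activity raised at least twofold by the compound at 20 µM; inactive means activation factor below 2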
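Test system: Clostridium kluyveri diaphorase, purified enzyme; input: enzyme 0.07 U/mL final; buffer or medium: 50 mM HEPES pH 7.4 with 4.542 mM MgCl2, 0.005% Tween 20; also added: 0.114 mM NADH and 0.1 mM resazurin, final amounts; schedule: 16 min enzyme reaction, ambient temperature; technique: fluorescence of resorufin, 544 nm excitation, 590 nm emission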
PPARg SRC-2 ag: agonists of SRC-2 recruitment by human PPARgamma. PPARgamma LBD-SRC-2 recruitment, biochemical. activation, % at 8 µM. 0.34% of 200,000 active; in the data active means activation above about 22%;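 further: 0% = vehicle and 100% = reference agonist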
Target sequence (P37231 whole entry, looked up, the tested form may be a part): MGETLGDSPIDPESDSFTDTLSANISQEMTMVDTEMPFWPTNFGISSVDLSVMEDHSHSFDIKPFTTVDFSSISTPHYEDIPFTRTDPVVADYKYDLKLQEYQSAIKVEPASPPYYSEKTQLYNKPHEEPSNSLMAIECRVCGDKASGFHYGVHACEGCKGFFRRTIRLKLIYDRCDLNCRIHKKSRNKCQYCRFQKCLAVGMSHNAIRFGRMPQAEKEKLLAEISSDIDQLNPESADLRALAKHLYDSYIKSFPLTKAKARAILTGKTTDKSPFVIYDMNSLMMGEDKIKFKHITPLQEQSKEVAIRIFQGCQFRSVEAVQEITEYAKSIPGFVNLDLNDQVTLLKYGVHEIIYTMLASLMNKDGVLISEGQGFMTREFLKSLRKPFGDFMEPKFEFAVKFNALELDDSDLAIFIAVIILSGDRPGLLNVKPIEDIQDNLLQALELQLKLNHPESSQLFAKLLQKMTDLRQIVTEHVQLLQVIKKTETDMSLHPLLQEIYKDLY
PPARg SRC-1 ag: PPARgamma-driven SRC-1 recruitment agonism | PPARgamma-SRC-1 coactivator recruitment biochemical assay | activation, % at 8 µM | 0.41% of 200,000 active | AID 631; in the data active means activation above about 19%;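 further: 0% = DMSO and 100% = reference agonist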
S1P3 antag: blocks the human S1P3 receptor. Q99500. CHO S1P3 NFAT-BLA reporter, FRET fluorescence, antagonist mode. inhibition, % at 4.98 µM. 0.27% of 170,000 active;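 active means inhibition above the plate cutoff, the mean inhibition of test wells on that plate plus 3 SD, cut at about 28% in these data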;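 further: cells challenged with S1P at its EC80 of 0.8 µM; blue over green emission ratio from cleaved BLA substrate after 4 h stimulation; 0% = S1P-stimulated wells and 100% = unstimulated DMSO-only wells; some compounds past the cut are filed as inactive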
PMI activator: activators of human phosphomannose isomerase | 0.005% of 190,000 active | P34949 | purified human PMI, coupled resazurin fluorescence, 20 min; active compounds read high; 1 = vehicle control, 0 substrate-free wells | activation factor at 20 µM | AID 1214;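 active means activation factor of 2 or more at 20 µM, relative to plate controls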
Target sequence (P34949 whole entry, looked up): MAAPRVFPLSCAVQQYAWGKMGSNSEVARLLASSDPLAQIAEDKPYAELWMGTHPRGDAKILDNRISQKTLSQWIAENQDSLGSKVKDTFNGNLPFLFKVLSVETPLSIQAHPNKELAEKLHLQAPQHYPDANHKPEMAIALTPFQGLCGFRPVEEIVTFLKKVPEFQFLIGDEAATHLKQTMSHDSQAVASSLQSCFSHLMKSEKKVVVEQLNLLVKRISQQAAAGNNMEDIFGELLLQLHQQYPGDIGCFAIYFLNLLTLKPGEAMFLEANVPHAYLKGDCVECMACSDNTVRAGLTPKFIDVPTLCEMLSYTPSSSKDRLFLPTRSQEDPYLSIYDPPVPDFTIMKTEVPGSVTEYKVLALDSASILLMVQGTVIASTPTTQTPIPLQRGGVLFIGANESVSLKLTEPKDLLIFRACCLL
PPARg SRC-3 ag: promotes SRC-3 coactivator recruitment by human PPARgamma; P37231; biochemical PPARgamma/SRC-3 coactivator recruitment assay; activation, % at 8 µM; 0.26% of 200,000 active; AID 731; in the data active means activation above about 23%;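 further: 0% = DMSO and 100% = reference agonist; some compounds past the cut are filed as inactive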
Diaph inh CS: inhibits diaphorase or chemically oxidizes, flagging diaphorase assay artifacts; diaphorase resazurin-to-resorufin fluorescence, NADH, 16 min; bacterial (C. kluyveri) enzyme, not human; inhibition, % at 20 µM; 0.69% of 190,000 active; AID 1217;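 active means primary screen inhibition at 20 µM above a set limit, cut at about 50% in these data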;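 further: plate controls were DMSO with full reaction for no effect and wells lacking NADH for full effect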
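Assay system: diaphorase enzyme from Clostridium kluyveri; Input: enzyme working solution with 0.14 U/mL diaphorase; Timing: 16 min at room temperature; Technique: resorufin fluorescence, excitation 544 nm, emission 590 nm; Benchmarks: positive control minus NADH, DMSO neutral control.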
PMI act hi M6P: activators of human phosphomannose isomerase at near-saturating mannose 6-phosphate; 0.34% of 190,000 active; AID 1216; activation factor at 20 µM; coupled PMI enzyme assay, resazurin fluorescence, 20 min; active compounds read high; 1 = untreated enzyme, 0 = substrate-free blank; P34949;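 active means activation factor of 2 or more at 20 µM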
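Test system: human PMI in coupled enzyme assay; Input: PMI at 15 ng/mL final; Medium: HEPES buffer, pH 7.4; Schedule: 20 min incubation at room temperature; Technique: resorufin fluorescence at Ex 544/Em 590 nm; Compound: 20 µM single dose; Probe or stimulus: Near-saturating mannose-6-phosphate, 1.0 mM.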
* = called active by the depositor; nt = no result given.

Preview:
SMILES	G6PDH CS	TR-FRET SRC-2 ct	ROMK primary	Diaphorase act	PPARg SRC-2 ag	PPARg SRC-1 ag	S1P3 antag	PMI activator	PPARg SRC-3 ag	Diaph inh CS	PMI act hi M6P
CC(C)NC(=O)/C=C/C(=O)O	-3	1596	nt	0.9	-8	5	4	1.2	-1	9	1.2
CCOC(=O)c1c(NC2OC(=O)c3c2ccc(OC)c3OC)sc(C(=O)OC(C)(C)C)c1C (stereo not given)	1	1462	-1.5	0.8	3	5	11	0.9	1	24	0.9
Cc1cc(C)c(S(=O)(=O)c2ccc(Cl)cc2)c(Cl)n1	12	1547	-0.8	0.9	-7	0	-10	0.8	2	10	0.9
CCC(CC)c1nnc(NC(=O)c2ccc(S(=O)(=O)N3CCc4ccccc4C3)cc2)s1	-4	1464	-0.093	1	2	-2	-12	1.1	0	2	1.1
CCOc1cc(/C=N/N=C(\N)c2nonc2N)cc(Br)c1OCc1cccc2ccccc12	6	1556	1.2	1	11	7	nt	1.1	7	2	1.1
O=C(Nc1ccccc1C(=O)N1CCOCC1)c1ccc(CSc2ccccc2)cc1	1	1588	1.2	0.9	-4	-4	1	1	2	11	1
Cc1c2cccn2cc[n+]1C	11	1730	nt	0.7	6	4	-6	0.4	11	34	0.6
COc1ccc(C(=O)/C=C/c2ccccc2C(F)(F)F)cc1	3	1398	nt	0.8	3	0	nt	0.9	-1	15	0.9
COc1cccc(C(=O)NCC(=O)OCC(=O)Nc2ncc(Cl)cc2Cl)c1	-1	1773	-0.03	0.7	7	2	-5	1.1	3	31	0.8
Cc1cccc(OCC(=O)Nc2ccccc2N2CCN(C(=O)C(C)C)CC2)c1C	-25	1639	nt	0.8	6	-1	18	0.8	-12	16	0.9

All compounds of this part, repeating the preview:
SMILES	G6PDH CS	TR-FRET SRC-2 ct	ROMK primary	Diaphorase act	PPARg SRC-2 ag	PPARg SRC-1 ag	S1P3 antag	PMI activator	PPARg SRC-3 ag	Diaph inh CS	PMI act hi M6P
CC(C)NC(=O)/C=C/C(=O)O	-3	1596	nt	0.9	-8	5	4	1.2	-1	9	1.2
CCOC(=O)c1c(NC2OC(=O)c3c2ccc(OC)c3OC)sc(C(=O)OC(C)(C)C)c1C (stereo not given)	1	1462	-1.5	0.8	3	5	11	0.9	1	24	0.9
Cc1cc(C)c(S(=O)(=O)c2ccc(Cl)cc2)c(Cl)n1	12	1547	-0.8	0.9	-7	0	-10	0.8	2	10	0.9
CCC(CC)c1nnc(NC(=O)c2ccc(S(=O)(=O)N3CCc4ccccc4C3)cc2)s1	-4	1464	-0.093	1	2	-2	-12	1.1	0	2	1.1
CCOc1cc(/C=N/N=C(\N)c2nonc2N)cc(Br)c1OCc1cccc2ccccc12	6	1556	1.2	1	11	7	nt	1.1	7	2	1.1
O=C(Nc1ccccc1C(=O)N1CCOCC1)c1ccc(CSc2ccccc2)cc1	1	1588	1.2	0.9	-4	-4	1	1	2	11	1
Cc1c2cccn2cc[n+]1C	11	1730	nt	0.7	6	4	-6	0.4	11	34	0.6
COc1ccc(C(=O)/C=C/c2ccccc2C(F)(F)F)cc1	3	1398	nt	0.8	3	0	nt	0.9	-1	15	0.9
COc1cccc(C(=O)NCC(=O)OCC(=O)Nc2ncc(Cl)cc2Cl)c1	-1	1773	-0.03	0.7	7	2	-5	1.1	3	31	0.8
Cc1cccc(OCC(=O)Nc2ccccc2N2CCN(C(=O)C(C)C)CC2)c1C	-25	1639	nt	0.8	6	-1	18	0.8	-12	16	0.9
Cn1c(=O)c2c(-c3ccncc3)c3c(nc2n(C)c1=O)-c1ccccc1C3=O	nt	1426	nt	nt	-3	-4	15	nt	7	nt	nt
COC(=O)c1ccccc1NC(=O)CN1C(=O)C2CCCN2c2ncc(Cl)cc21 (stereo not given)	-7	1774	nt	0.9	3	4	6	1.2	12	8	1.4
COc1ccc(NC(=O)C2(c3ccc(NC(=O)c4ccc(OC)c(OC)c4)cc3)CCCC2)cc1	10	1521	nt	0.9	-4	-10	nt	1	-4	5	1
Cc1ccc(NC(=O)c2cc3ccccc3o2)cc1S(=O)(=O)N(C)C	4	1606	1.5	0.8	1	9	nt	0.9	6	17	0.6
COCCn1c(=N)c(C(=O)NCCc2ccc(OC)cc2)cc2c(=O)n3cccc(C)c3nc21	4	1654	-1.6	0.8	12	8	-1	1.1	13	16	1
CC(=O)Nc1ccc(C(=O)N/N=C/c2ccccc2OCc2ccccc2)cc1	-2	1639	0.66	0.9	10	3	1	1	-4	15	1
CCN(CC)c1ccc(NC(=O)c2cccc(OC)c2)c(C)c1	1	1572	nt	1	15	9	-2	0.9	11	4	1
Cn1c(NC(=O)c2ccccc2)cc(=O)n(C)c1=O	9	1644	nt	1	1	6	-12	0.9	7	2	1
CCOC(=O)C1CCCN(C(=O)c2cc(=O)c3ccccc3o2)C1 (stereo not given)	18	1351	0.68	1	-13	6	-37	0.9	-4	-4	1
CSc1cc(C)n(-c2ccc(Cl)cc2)c(=S)c1C(C)=O	0	1514	-1.2	0.9	0	-2	nt	1	-3	13	1
CC(=O)NNC1=Nc2ccccc2N(C)C(C)C1 (stereo not given)	-2	1665	0.34	0.9	14	2	-6	1.1	3	11	1.1
Cc1cc2occ(CC(=O)Nc3nnc(C4CC4)s3)c2cc1C	1	1578	-0.36	1	-6	-3	nt	1	3	-3	1.1
Cc1nc(S(=O)(=O)N(C)Cc2ccccc2)c(C#N)c(C)c1Cl	6	1356	-0.82	0.8	-1	-1	10	1.1	-5	16	1.1
Cc1ccc(CNC(=O)CSCC(=O)O)cc1	-4	1642	nt	0.9	9	-2	nt	1	5	10	1.1
CC(SCc1ccccc1)C(=O)N/N=C/c1cc2c(cc1Br)OCO2 (stereo not given)	14	1654	-1.7	0.5	-3	7	nt	0.8	7	51*	0.8
O=C(NCCN1CCOCC1)c1ccc2c(c1)N(Cc1ccccc1)CCS2	0	1516	nt	0.9	3	3	-9	1.1	1	7	1.1
CCN1CCC(=NNC(=O)CC23CC4CC(CC(C4)C2)C3)CC1	6	1601	nt	1.1	5	2	nt	1.1	9	-12	1.1
O=C(CSc1nc(O)c(Cc2ccccc2)c(=O)[nH]1)Nc1nc2c(s1)CCCC2	11	1497	1.1	0.8	-7	0	-1	0.9	-1	17	0.9
COc1cc(SC)ccc1C(=O)OCC(=O)NC1CCCCC1	3	1724	-1.2	1	6	10	-30	1.1	4	4	1.1
Oc1ccc(/C(Cc2ccc3ccccc3n2)=N\Nc2ccccc2)c(O)c1	4	1365	0.25	0.8	5	0	15	1.7	-2	21	2.3*
O=C(CN1C2CCCC1CC(NC(=O)c1ccccc1)C2)Nc1nccs1 (stereo not given)	2	1458	0.6	1	4	-2	nt	1.1	-12	1	1.1
CCCCOc1ccc(CNC(=O)NS(=O)(=O)c2ccc(OCC(C)C)cc2)cc1	10	1714	-0.054	0.9	-4	6	nt	1	13	7	1.1
NC(=O)c1cccc2c3c([nH]c12)CCCC3	5	1381	-0.18	0.9	7	0	-6	1	10	7	1
CN(Cc1ccno1)C(=O)CC1C(=O)NCCN1CC(c1ccccc1)c1ccccc1 (stereo not given)	18	1613	-0.83	0.5	-12	4	-2	1	1	48	0.6
O=C(N/C(=C\c1ccc(Br)cc1)C(=O)N1CCCC1)c1ccccc1F	3	1604	-0.13	0.9	4	5	-9	1.1	3	7	1
C=CCn1c(SCC(=O)NC2CC2)nc2sc(CC)cc2c1=O	4	1535	0.0069	0.9	3	6	3	0.9	5	11	0.9
CCOC(=O)c1cnn(-c2ccccc2)c1-n1cccc1C(=O)C(=O)Nc1ccccc1	3	1390	nt	0.8	6	4	nt	0.9	6	21	0.9
COc1ccc(C(CCNC(C)c2ccccc2)c2ccc(F)cc2)cc1 (stereo not given)	5	1687	nt	0.9	2	4	-20	0.8	2	10	0.9
Cc1cccc(NC(=O)CN(c2ccc(C(C)C)cc2)S(=O)(=O)c2c(C)nn(C)c2C)n1	1	1947	nt	0.8	-4	0	nt	0.9	0	25	1
CC1(C)CC(=O)C2=C(C1)Nc1ccccc1NC2c1ccccn1 (stereo not given)	-4	1685	nt	0.9	8	3	-31	0.9	-2	7	1
CCOC(=O)C1CCCN(C(=O)c2cc3ncc(Br)cn3n2)C1 (stereo not given)	1	1410	nt	0.9	-5	1	-22	1	-4	8	1
CCCC1(C(=O)OCC)NC(c2ccc(N(C)C)cc2)C2C(=O)N(c3ccc(F)cc3)C(=O)C21 (stereo not given)	4	1461	nt	0.9	11	-1	8	0.9	7	14	0.9
CC(c1ccc(F)cc1)n1cc(C(=O)NCCN(C)C)nn1 (stereo not given)	8	1620	0.16	0.9	-4	7	-9	0.9	0	7	1
CC(C)OC(=O)C(NC(=O)c1ccccc1)=C1CCCCC1	-3	1674	nt	1	14	-2	-16	0.9	-2	3	0.9
O=C(Cc1cccs1)Nc1cccc(-c2ccc3nncn3n2)c1	5	1478	nt	1	2	6	9	1	2	-2	1.1
COc1ccc(-n2c(C(C)n3nc(C)c([N+](=O)[O-])c3C)n[nH]c2=S)cc1 (stereo not given)	7	1554	nt	0.9	3	1	nt	1.1	-1	6	1.1
O=S(=O)(NCC1CCCO1)c1ccc(S(=O)(=O)N(Cc2ccc(F)cc2)C2CCCCC2)cc1 (stereo not given)	nt	1552	0.1	nt	1	3	nt	nt	0	nt	nt
Cc1nc(N2CCCCC2)sc1C(=O)c1ccc(SCCO)c([N+](=O)[O-])c1	-2	1418	-0.21	1	-4	0	4	0.8	1	4	0.8
[O-][N+]1=C2CCC/C(=N\O)C2=NC12CCCCC2	-6	nt	nt	0.8	nt	nt	11	1	nt	19	1
CCOC(=O)c1c(C)[nH]c(C(=O)N/N=C/c2ccc(Br)cc2)c1C	-80	1685	nt	0.9	12	-1	0	0.9	2	5	1
CC(=O)Nc1ccc(S(=O)(=O)Nc2nnc(CC(C)(C)C)s2)cc1	8	1622	-1	nt	0	5	-7	nt	2	nt	nt
Nc1[nH][nH]c(=O)c1N=Nc1cccc(Cl)c1	8	1783	nt	0.9	6	3	-8	1	4	11	1
O=C(CSc1nc2ccccc2s1)Nc1ccc2c(c1)OCO2	13	1441	nt	0.8	4	5	-4	1	3	16	1
